Mito fusion yeast = blocks mitochondrial division or promotes mitochondrial fusion; S. cerevisiae fusion-defective mutant growth rescue, CellTiterGlo 48 h; Potency, µM (series often up to 46.1 µM), for the others: top-dose growth rescue (activation), usual class: activators; hit rate 0.23% among 320,000;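 further: potency means the concentration at half of the fitted maximal effect; % of control where 0% means no effect; nearly all actives have a fitted effect of over 45% in size; temperature-sensitive fusion mutants such as fzo1-1 at 37 °C on non-fermentable ethanol glycerol medium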
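Yeast fusion mutant, YPEG (non-fermentable carbon), compound, 48 h at 37C non-permissive; CellTiterGlo added, 10 min RT, luminescence read. Rescued growth = division inhibition.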
S-ASM inh = human S-ASM enzyme inhibition. P17405. Potency, µM (titrated, usually from 57.5 µM), inactives show at the highest dose activity change, negative = inhibition, actives largely listed as inhibitors. AID 504937. hit rate 0.006% among 340,000. placental ASM, HMU-PC fluorogenic substrate, 60 min; further: potency means the concentration at half of the fitted maximal effect
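HMU-PC0 cleavage (9 uM final) by human placental ASM, 60 min at 37 °C following 10 min compound exposure at RT; stopped at pH 10, fluorescence Ex 386/Em 447 nm.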
GALK inh = galactokinase (human) inhibition; hit rate 0.007% among 270,000; Potency, µM (titrated, usually from 57.5 µM), for inactives: top-dose activity change, negative = inhibition, most hits filed as inhibitors; Purified GALK, Kinase-Glo residual ATP luminescence; P51570; further: potency means the concentration at half of the fitted maximal effect; on the % scale 0 is the no-effect control and ±100 the full control effect
Target sequence (P51570 whole entry, looked up): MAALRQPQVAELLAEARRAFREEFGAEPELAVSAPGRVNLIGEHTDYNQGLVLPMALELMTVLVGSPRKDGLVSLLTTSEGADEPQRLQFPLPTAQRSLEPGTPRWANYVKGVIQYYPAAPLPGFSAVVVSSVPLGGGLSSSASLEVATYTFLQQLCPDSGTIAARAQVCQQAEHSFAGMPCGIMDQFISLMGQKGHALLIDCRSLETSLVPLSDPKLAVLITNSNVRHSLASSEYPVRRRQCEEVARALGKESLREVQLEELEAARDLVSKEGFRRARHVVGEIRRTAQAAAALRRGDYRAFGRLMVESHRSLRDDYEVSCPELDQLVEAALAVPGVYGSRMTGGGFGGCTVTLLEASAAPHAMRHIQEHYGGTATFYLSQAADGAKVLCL
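Compounds were pin-transferred into ATP buffer (35 uM final), then GALK plus galactose (5 nM, 100 uM final) was added. After 1 h at room temperature, Kinase-Glo Plus was added and luminescence read after 10 min.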
Menin-MLL TR inh = menin-MLL binding inhibition, Texas Red mutant peptide | O00255 | Menin + Texas Red MLL mutant peptide, fluorescence polarization | Potency, µM (series often up to 61.6 µM), inactives show at the highest dose FP activity change, negative = inhibition, most hits filed as inhibitors | hit rate 0.23% among 270,000 | AID 1768; active means well fitted inhibition curve with a large enough effect in the polarisation, with a control signal flat, not every such curve was filed as active; inconclusive means small, poorly fitted or top-dose-only effect, or effect the other way, or a change in a side signal; inactive means no such curve, though single readings can be large or run the other way; the % refers to the polarisation; further: potency means the concentration at half of the fitted maximal effect; % of control where 0% means no effect; many of its hits are not listed in these tables
KCNH2 WT inh = blocks the wildtype human KCNH2 potassium channel | Q12809 | U2OS, BacMam KCNH2, thallium flux FluxOr; active compounds read low | activity change, % at 1.84 µM | hit rate 0.37% among 340,000 | AID 720551;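 active means maximum activity change below -70%; inconclusive means maximum activity change between -70% and -50%; inactive means maximum activity change above -50%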; further: on the % scale 0 is the no-effect control and ±100 the full control effect
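U2OS cells were transduced with wild-type KCNH2 virus (2.03 x 10^8 / mL) for 4 h at room temperature, then cultured overnight at 37 C. Thallium flux was read with FluxOr dye. Rate constants were normalized to DMSO controls.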
TSHR antag = human thyrotropin receptor antagonism; P16473; TSHR-expressing cells, TSH-stimulated cAMP HTRF, 2 h; active compounds read low; activity change, negative = inhibition, % at 11.5 µM; hit rate 0.2% among 330,000;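 active means activity change below a set negative limit, meaning inhibition stronger than a set level, cut at about -70% in these data; inconclusive means activity change between two set negative limits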; further: on the % scale 0 is the no-effect control and ±100 the full control effect
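Competitive HTRF cAMP read-out (cryptate anti-cAMP antibody, cAMP-d2; 30 min, room temperature) in freshly harvested TSHR cells. Compounds added before TSH at EC80 (4nM final), followed by 2 hours' incubation at 37 deg C.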
USP2a inh = blocks human ubiquitin-specific protease USP2a; USP2 core, Ub-CHOP2 coupled fluorogenic reporter, 485/531; Potency, µM (series often up to 38.3 µM), for inactives: top-dose activity change, negative = inhibition, usual class: inhibitors; hit rate 0.01% among 330,000;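 further: potency means the concentration at half of the fitted maximal effect; plate controls were DMSO wells for no effect and full inhibition by NEM control for full effect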
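USP2 core (10nM final) preincubated 30min RT with compound in 20mM Tris-HCl pH 8.0, 2mM CaCl2, 2mM beta-mercaptoethanol, 0.05% CHAPS; 25nM Ub-CHOP2 plus 25nM reporter substrate added, fluorescence (Ex485/Em531) read after 60min.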
MBNL1-CUG inh = MBNL1-poly(CUG) RNA binding inhibition; Q9NR56; TR-FRET MBNL1-His/biotin-(CUG)12 binding, 665/545 ratio; Potency, µM (series often up to 57.5 µM), without a hit: top-dose activity change, negative = inhibition, hits mostly inhibitors; hit rate 0.036% among 280,000; active means well fitted inhibition curve with a large enough effect in the signal ratio, with a control signal flat, not every such curve was filed as active; inconclusive means small, poorly fitted or top-dose-only effect, or effect the other way, or a change in a side signal; inactive means no such curve, though single readings can be large or run the other way; the % refers to the signal ratio; further: potency means the concentration at half of the fitted maximal effect; on the % scale 0 is the no-effect control and ±100 the full control effect
Target sequence (Q9NR56 whole entry, looked up): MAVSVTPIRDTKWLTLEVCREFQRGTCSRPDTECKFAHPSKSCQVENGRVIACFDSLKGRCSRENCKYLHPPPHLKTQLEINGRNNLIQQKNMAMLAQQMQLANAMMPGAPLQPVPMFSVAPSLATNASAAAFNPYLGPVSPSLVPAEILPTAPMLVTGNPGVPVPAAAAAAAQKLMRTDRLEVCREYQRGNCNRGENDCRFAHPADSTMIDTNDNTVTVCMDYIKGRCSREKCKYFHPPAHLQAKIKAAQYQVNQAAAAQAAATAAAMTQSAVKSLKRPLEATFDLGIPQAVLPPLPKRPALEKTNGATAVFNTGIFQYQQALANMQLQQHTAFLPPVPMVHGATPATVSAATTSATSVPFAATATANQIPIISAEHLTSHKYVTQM
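Ratiometric TR-FRET (665 over 545 nm, excitation 340 nm) tracks disruption of MBNL1-His/biotin-(CUG)12 complex after 60 min at room temperature, with compounds at 92 nM to 58 uM final.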
BCR signal inh = blocks chronic active B-cell receptor signaling; ABC-DLBCL IkBa-CBG/CBR reporter, luminescence ratio, 4 h; Potency, µM (doses to about 46.1 µM), without a hit: top-dose ratio change, negative = lower green/red ratio, actives largely listed as inhibitors; hit rate 0.05% among 340,000; active means well fitted inhibition curve with a large enough effect in the signal ratio, with a control signal flat, not every such curve was filed as active; inconclusive means small, poorly fitted or top-dose-only effect, or effect the other way, or a change in a side signal; the % refers to the signal ratio;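 further: potency means the concentration at half of the fitted maximal effect; plate controls were basal doxycycline-induced cells for no effect and cells given 10 µM MG132 for full effect; MG132 reads +100%, hits lower the ratio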
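Concentration-response series (up to 46 uM) were applied to TMD8 dual-reporter cells for 4 h at 37C with doxycycline. Green/red ratio, after filter-overlap correction, defined %Activity; red signal alone was normalised to basal cells and zero luminescence.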
PKM2 act = increases activity of human pyruvate kinase M2; P14618; hit rate 0.34% among 260,000; Potency, µM (series often up to 57.5 µM), inactives show at the top dose activation, hits mostly activators; AID 1631; purified PKM2, Kinase-Glo ATP luminescence, activation; response scale: 0% is enzyme alone, no compound; further: potency means the concentration at half of the fitted maximal effect; on the % scale 0 is the no-effect control and ±100 the full control effect; nearly all actives have a fitted effect of over 55% in size
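Purified hPK-M2 (>95%) run at intermediate activity with 0.1 mM ADP and 0.5 mM PEP in 50 mM imidazole pH 7.2, KCl, MgCl2; 1 h room temperature. ATP formed read by Kinase-Glo luminescence; normalized to uninhibited and no-enzyme controls.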
Eya2 inh = blocks the phosphatase activity of human Eya2 | Potency, µM (top dose mostly 76.9 µM), without a hit: at the highest dose activity, negative = inhibition, hits mostly inhibitors | hit rate 0.006% among 330,000 | O00167 | recombinant Eya2, OMFP fluorescence dephosphorylation (OMFP is methylfluorescein phosphate); further: potency means the concentration at half of the fitted maximal effect; on the % scale 0 is the no-effect control and ±100 the full control effect
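Eya2 (0.2 uM) preincubated 10 min at ambient with compound, then OMFP substrate added at 50 uM; 10 min reaction in 50 mM HEPES pH 7.5, 50 mM NaCl, 5 uM MgCl2, 0.05% BSA, 1 mM DTT. Fluorescence read at Ex 485/Em 525 nm.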
Numbers without * were called inactive; u = inconclusive; x = no result given; [ ] = remark or other dose. Unless noted, the call rests on the fitted dose curve; in most records, active means well fitted curve in the direction sought with a large enough effect; inconclusive means small, poorly fitted or top-dose-only effect, or another doubt; inactive means no such curve, though single readings can be large; an effect the other way counts as inactive or inconclusive. A portion of the library; the hit share may differ from the screen's.

SMILES | Mito fusion yeast | S-ASM inh | GALK inh | Menin-MLL TR inh | KCNH2 WT inh | TSHR antag | USP2a inh | MBNL1-CUG inh | BCR signal inh | PKM2 act | Eya2 inh
Cc1nnc(SCc2ccc(Cl)cc2)n1CC1CCCO1 (stereo not drawn) | 0% | 3% | -3% | x | 0 | 30 | 1% | -10% | 0% | 2% | -2%
Cc1cc(C)c2sc(N)nc2c1 | -2% | 4% | -1% | 10% | 5 | 28 | 13% | -1% | 6% | 5% | 5%
CCC(CO)Oc1cc(NCc2ccccc2)c2ncn(C3CCCC3)c2c1 (stereo not drawn) | x | 3% | x | x | -4 | -7 | 6% | x | u | x | 9%
Cn1ncc(Br)c1C(=O)NC1CCCCCCC1 | 7% | -1% | 6% | 3% | -11 | 50 | 0% | -11% | -4% | -1% | 24%
COc1ccc(NC(=O)CSc2nc3[nH]ncc3c(=O)n2-c2ccccc2OC)cc1OC | -11% | 2% | x | 1% | -11 | 6 | 4% | 15% | -12% | 5% | 8%
CC(C)OCCCn1c(=O)c2ccccc2n2c(CCC(=O)NCc3ccccn3)nnc12 | -1% | 1% | -5% | x | -13 | 2 | 4% | -4% | 0% | x | -5%
Oc1ccc(CN2CCCCC2)nc1-c1ccccc1 | 0% | 8% | 7% | 1% | 7 | 6 | 0% | 7% | 4% | -5% | -6%
CC1CCCN(S(=O)(=O)c2ccc(N(C(=O)c3cnccn3)C(C(=O)NC3CCCCC3)c3cccs3)cc2)C1 (stereo not drawn) | -5% | 0% | 1% | -8% | -3 | 13 | -1% | x | u | 0% | -9%
CCc1cccc2c(C(=O)COC(=O)c3cccc(S(=O)(=O)N(C)C4CCCCC4)c3)c[nH]c12 | 0% | 1% | -2% | -14% | 3 | -2 | 2% | 19% | 6% | -4% | -5%
CC(C)(C)c1ccc(COn2c(=O)c(-c3ccco3)[n+]([O-])c3ccccc32)cc1 | 5% | -6% | 0% | u | 2 | 7 | -1% | 9% | u | -8% | 19%
O=[N+]([O-])c1ccc(OCC(O)CNCCNc2nccc(C(F)(F)F)n2)cc1 (stereo not drawn) | 3% | -4% | 1% | x | 7 | -3 | -3% | 13% | 0% | u | -8%
Cc1nn2c(N3CCN(c4ccccn4)CC3)cc(C(C)C)nc2c1-c1ccccc1 | -21% | 25% | -3% | 8% | -1 | 2 | -8% | -4% | 0% | 6% | -9%
O=C(NN=C1CCCCCC1)NC1CCCCC1 | -4% | 3% | 1% | -5% | -11 | 34 | 2% | -2% | 3% | 2% | 11%
COc1ccc(Cn2c(CCCO)nc3ccccc32)cc1OC | -4% | 4% | 0% | -2% | 12 | -1 | 1% | 0% | u | -9% | 33%
COc1ccc(-c2cc(-c3ccc(O)cc3)nc(N)c2C#N)cc1 | 2% | x | -2% | u | 2 | -11 | 2% | 21% | u | -1% | 3%
COc1ccccc1N1C(=NC(=O)C2CCCCC2)SC2CS(=O)(=O)CC21 (stereo not drawn) | 0% | -1% | -1% | 1% | 4 | 7 | -2% | -8% | -13% | x | 6%
CC(C)COC(=O)n1c(SCC(=O)N(C)C)nc2ccccc21 | -1% | -1% | 5% | -1% | -23 | -3 | -1% | -2% | u | 0% | 6%
C=CCC(CC(O)COCCC)C(=O)NNC(=S)Nc1ccccc1 (stereo not drawn) | -5% | 3% | 0% | x | -1 | 5 | 1% | 12% | u | 1% | -2%
OCCC1CN(CC2CCCCC2)CCN1C1CCCC1 (stereo not drawn) | 0% | 3% | 4% | 2% | 46 | 0 | 2% | -3% | 1% | -2% | -1%
O=C(CCc1nc(-c2ccccc2)no1)NCC1CCCO1 (stereo not drawn) | -1% | 2% | 3% | -7% | 0 | 9 | 0% | 2% | 14% | -4% | 8%
CN(C)CCCNS(=O)(=O)c1ccc(Oc2ncc(C(F)(F)F)cc2Cl)cc1 | -17% | -2% | 0% | 13% | 3 | 10 | 0% | 0% | u | 4% | 2%
O=C(C1=C(O)C(=O)N(c2ncccn2)C1c1ccc(F)cc1)c1ccco1 (stereo not drawn) | -2% | -1% | 2% | x | -2 | 5 | -1% | 35%[activator] | 8% | -2% | 6%
COc1ccc2nc(SCC(=O)NC3CCCCC3)[nH]c2c1 | 2% | -4% | -4% | -3% | -10 | 0 | 2% | -5% | 1% | -5% | 9%
CC(C)CCc1noc(CN2CCN(c3ccc(Cl)cn3)CC2)n1 | -3% | 2% | -1% | -18% | 9 | -5 | 11% | -3% | u | 2% | -1%
CN1CCN(C(CC(=O)Nc2cccc(O)c2)C(=O)O)CC1 (stereo not drawn) | 6% | x | 1% | 6% | x | 6 | 1% | -7% | 6% | 0% | 5%
CSCCC(NC(=O)c1ccccc1Br)C(=O)NCC(c1ccco1)N1CCCCC1 (stereo not drawn) | -3% | 7% | x | x | 32 | 8 | 2% | x | 9% | x | 0%
Cc1ccc(-n2c(C)cc(C=C(C#N)C#N)c2C)cc1 | -7% | -2% | 1% | -21% | -2 | 0 | 2% | 2% | -1% | 2% | 16%
COc1ccc(NC(=O)Nc2ccc(N3CCOCC3)c3nonc23)c(OC)c1 | -1% | -2% | 1% | 11% | 1 | 37 | 0% | -2% | -4% | 3% | 21%
CN(C)[C@@H](CO)c1nnc([C@H](CCC(=O)O)NC(=O)C2CCNCC2)o1 | -3% | 2% | -2% | 9% | -1 | -10 | 0% | -2% | -18% | -2% | -13%
COc1ccc(/C=C(\C#N)C(=O)OCC(=O)Nc2ccc(C(C)(C)C)cc2)cc1 | 2% | -1% | 0% | -10% | -6 | 4 | -9% | 0% | 0% | 4% | -4%
O=C(Nc1ccc(Cl)cc1)Nc1csc([N+](=O)[O-])c1 | 3% | 0% | -5% | x | -4 | -38 | 2% | u | u | -2% | -2%
O=C(Nc1cccc([N+](=O)[O-])c1)Nc1ccc2c(c1)CCC2 | 1% | -8% | -3% | u | -7 | -47 | -1% | 17% | u | 3% | 2%
CC(C)(C)c1cc(NC(=O)COC(=O)c2nccnc2N)n(-c2ccccc2)n1 | -1% | 134%[activator] | 2% | 1% | 10 | 11 | 1% | 27% | 1% | 0% | -2%
Cc1ccc(-c2c(C)sc3nc(CN4CCN(CC(=O)NC5CC5)CC4)[nH]c(=O)c23)cc1 | 5% | 6% | x | x | 6 | -18 | 5% | x | -4% | x | 21%
O=C(COC(=O)CCN1C(=O)c2cccc([N+](=O)[O-])c2C1=O)NCc1ccccc1 | -6% | 6% | -1% | -11% | 3 | -10 | 4% | u | -7% | 5% | 12%
Cc1cc(C)c(NC(=O)Cn2nnc(C(=O)NCc3ccc4c(c3)OCO4)c2N)c(C)c1 | 0% | 3% | 5% | u | 2 | 5 | 1% | -2% | 0% | x | 0%
O=C(CCN1C(=O)C2C3C=CC(C3)C2C1=O)NCCc1ccccc1 (stereo not drawn) | -4% | 0% | 2% | -7% | -5 | -1 | 2% | 0% | 10% | -3% | 20%
CC(CC(=O)N(C)c1c(N)n(Cc2ccccc2)c(=O)[nH]c1=O)c1ccccc1 (stereo not drawn) | -3% | 1% | x | x | 5 | 0 | 1% | x | u | x | 5%
CC1(OCON)CCCc2ccccc21 (stereo not drawn) | -2% | -1% | x | u | 2 | 13 | 0% | -4% | -6% | -4% | 17%
Cc1ccc(C(=O)CCC(=O)Nc2ccccc2C)c(C)c1 | -4% | 2% | -3% | -8% | 2 | 6 | 0% | -4% | u | -1%[11.5 µM] | 4%
O=C(NCCCCl)C1CC(=O)N(CCc2ccc(F)cc2)C1 (stereo not drawn) | -1% | -2% | 5% | 12% | -2 | 6 | -1% | -5% | -1% | -12% | 8%

Source: PubChem
